Bioassay records: PubChem, Southern Research Specialized Biocontainment Screening Center
Salmonella PhoP GFP: PhoP regulon inhibitors, Salmonella typhi PhoP promoter GFP reporter, confirmatory (AID 1850); 310,000 tested, 0.33% active; inhibition, % at 50 µM; hits with a dose series show IC50 in µM; Salmonella Typhi PhoP-promoter GFP reporter, fluorescence, 4 h; higher % means a stronger effect; in the data active = a potency from the dose series; inconclusive = inhibition mostly from about 25% at the one dose, without a potency; inactive = the rest, 99 in 100 with inhibition below about 19%;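 also: 0% = induced wells with vehicle and 100% = uninduced wells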
inhibitors of VEEV: inhibitors of VEEV TC-83 cytopathic effect, confirmation, Vero cells (AID 588727); Vero cells, VEEV TC-83 cytopathic effect inhibition; higher % means a stronger effect; 350,000 tested, 0.13% active; one-dose inhibition, % at 20 µM; IC50 in µM for titrated hits; in the data active = a potency from the dose series; inconclusive = inhibition mostly from about 14% at the one dose, without a potency; inactive = the rest, 99 in 100 with inhibition below about 12%; also: strong numbers were not always called active
H1N1 NS1A inhibition: H1N1 influenza NS1A inhibitors, functional cell based assay (AID 504329) | inhibition, % at 12.5 µM, or IC50 in µM where a hit was titrated | NS1A functional cell-based assay, percent inhibition; higher % means a stronger effect | 340,000 tested, 0.3% active; in the data active = a potency from the dose series; inconclusive = inhibition above about 27% without an active follow-up result; also: strong numbers were not always called active
M. tuberculosis HTS: M. tuberculosis growth inhibition, HTS (AID 449762) | one-dose inhibition, % at 25 µM; IC50 in µM for titrated hits | 330,000 tested, 0.59% active | M. tuberculosis H37Rv growth inhibition, 7H9 media; higher % means a stronger effect; in the data active = a potency from the dose series; inconclusive = inhibition above about 70% without an active follow-up result;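 also: bacterial growth assessed after seven days of incubation; strong numbers were not always called active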
M. tuberculosis: growth inhibition of non-replicating M. tuberculosis (AID 488890); 320,000 tested, 0.39% active; Mycobacterium tuberculosis non-replicating, growth inhibition; higher % means a stronger effect; one-dose inhibition, % at 25 µM; IC50 in µM for titrated hits; in the data active = a potency from the dose series; inconclusive = inhibition mostly from about 82% at the one dose, without a potency; inactive = the rest, 99 in 100 with inhibition below about 76%;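 also: plate controls were DMSO cells for no effect and high antibiotic wells for full effect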
* marks the source's active call; other numbers are inactive results; i = inactive; ? = inconclusive; . = not tested or not shown.

Sample of the layout (four entries):
no. | smiles | Salmonella PhoP GFP | inhibitors of VEEV | H1N1 NS1A inhibition
1 | CCOc1ccc(NC(=S)NC(=O)c2c(Br)cnn2C)c([N+](=O)[O-])c1 | 4% | 1.0% | -4%
2 | C=CCN1C(=O)/C(=C/C(=O)OC)S/C1=N\NC(=O)c1ccccc1 | 2% | 3.3% | .
3 | COc1ccccc1C(=O)NC1CC2CCC(C1)N2Cc1ccccc1 (configuration not stated) | -5% | i | -2%
4 | CCOc1ccc(-c2nc(S(=O)(=O)c3ccccc3)c(N3CCOCC3)o2)cc1 | 3% | 2.1% | 7%

no. | M. tuberculosis HTS | M. tuberculosis
1 | -1% | -1%
2 | -8% | 6%
3 | 5% | -6%
4 | -2% | 9%

The list itself, from the start:
no. | smiles | Salmonella PhoP GFP | inhibitors of VEEV | H1N1 NS1A inhibition
1 | CCOc1ccc(NC(=S)NC(=O)c2c(Br)cnn2C)c([N+](=O)[O-])c1 | 4% | 1.0% | -4%
2 | C=CCN1C(=O)/C(=C/C(=O)OC)S/C1=N\NC(=O)c1ccccc1 | 2% | 3.3% | .
3 | COc1ccccc1C(=O)NC1CC2CCC(C1)N2Cc1ccccc1 (configuration not stated) | -5% | i | -2%
4 | CCOc1ccc(-c2nc(S(=O)(=O)c3ccccc3)c(N3CCOCC3)o2)cc1 | 3% | 2.1% | 7%
5 | O=C(COC(=O)c1cc(S(=O)(=O)NCc2ccccc2)ccc1O)NCc1ccccc1 | -2% | i | 2%
6 | CCOc1ccc(C(=O)CCC(=O)Nc2cc(C)ccn2)cc1 | -7% | 8.1% | -1%
7 | O=C1OC(/C=C/c2ccccc2)=NC/1=C/C=C/c1ccccc1 | -8% | 1.8% | -7%
8 | CC1C(=O)OC2C1CCC1(C)CCC(=O)C(C)C21 (configuration not stated) | -12% | i | -6%
9 | O=C1CC(c2ccccc2)(c2ccccc2)c2ccccc21 | . | 0.4% | -1%
10 | O=C(c1ccccc1)N1CCC2(CC1)OCCO2 | -4% | 0.9% | -17%

no. | M. tuberculosis HTS | M. tuberculosis
1 | -1% | -1%
2 | -8% | 6%
3 | 5% | -6%
4 | -2% | 9%
5 | -7% | 0%
6 | 20% | 70%
7 | ? | ?
8 | -4% | 50%
9 | . | .
10 | -3% | -9%

Quoted at random: 2 entries already listed, in no set order.
no. | smiles | Salmonella PhoP GFP | inhibitors of VEEV | H1N1 NS1A inhibition
4 | CCOc1ccc(-c2nc(S(=O)(=O)c3ccccc3)c(N3CCOCC3)o2)cc1 | 3% | 2.1% | 7%
10 | O=C(c1ccccc1)N1CCC2(CC1)OCCO2 | -4% | 0.9% | -17%

no. | M. tuberculosis HTS | M. tuberculosis
4 | -2% | 9%
10 | -3% | -9%

Next compounds.
no. | smiles | Salmonella PhoP GFP | inhibitors of VEEV | H1N1 NS1A inhibition
11 | COc1ccc(-c2cc3ccccc3nc2N)cc1OC | -4% | 0.2% | 4%
12 | O=C(c1ccccc1)C(Sc1ncn[nH]1)c1ccccc1 (configuration not stated) | 3% | 10% | -2%
13 | COc1ccc(CCNC(=O)CSc2nnc(-c3ccc(F)cc3)c3ccccc23)cc1OC | 9% | 8.7% | -2%
14 | COC(=O)CSc1nc(-c2ccccc2)nc2ccc(F)cc12 | -2% | i | -4%
15 | O=C(NCc1ccco1)c1cc(S(=O)(=O)N2CCOCC2)ccc1Br | -3% | 1.1% | 0%
16 | COc1ccc(/C=C/C(=O)NC2CCS(=O)(=O)C2)cc1 (configuration not stated) | 9% | 2.0% | -11%
17 | CCCCC(=O)Nc1ccc(C(=O)NNC(=O)CCc2ccccc2)cc1 | -10% | 1.1% | -3%
18 | c1ccc(-n2c(-c3ccncc3)nnc2-c2cccs2)cc1 | -1% | 3.2% | 3%
19 | O=C(CNC(=O)c1[nH]cnc1C(=O)NC(c1ccccc1)c1ccccc1)OCc1ccccc1 | 1% | 3.2% | 4%
20 | Cc1ccccc1CC1(CO)CCCN(C(=O)c2cc(-c3ccccc3)no2)C1 (configuration not stated) | -6% | i | -4%

no. | M. tuberculosis HTS | M. tuberculosis
11 | 1% | 4%
12 | -6% | -5%
13 | -6% | 27%
14 | -7% | 4%
15 | -5% | 0%
16 | 6% | -11%
17 | 14% | 5%
18 | -13% | -31%
19 | 5% | .
20 | 15% | 30%

The listing continues.
no. | smiles | Salmonella PhoP GFP | inhibitors of VEEV | H1N1 NS1A inhibition
21 | CCOC(=O)c1oc2ccccc2c1NC(=O)c1ccc(S(=O)(=O)N(C)C)cc1 | 4% | 3.3% | -3%
22 | COCc1ccc(-c2c(-c3ccccc3OC)sc3cc4c(cc23)OCO4)cc1 | . | i | 6%
23 | O=C(NCC(=O)N1CCN(Cc2ccccc2)CC1)c1cc(Cl)cc([N+](=O)[O-])c1 | . | i | -2%
24 | CN(Cc1nc(Cc2ccccc2F)no1)[C@@H]1CS(=O)(=O)C[C@H]1O | 4% | i | 2%
25 | O=C(Cc1ccccc1)NNC1CC(=O)N(c2ccc(Oc3ccccc3)cc2)C1=O (configuration not stated) | 13% | 5.0% | -2%
26 | Cc1[nH]c2ccc(-c3n[nH]c(=S)n3-c3ccc(Br)cc3)cc2c1C | 11% | 6.6% | 5%
27 | CC(C)(C)OC(=O)N[C@@H](Cc1ccccc1)C(=O)NCC1CCC(C(=O)N[C@@H](CC(=O)O)C(=O)O)CC1 (some centres not stated) | 5% | i | -7%
28 | COc1ccccc1NC(CC(=O)c1ccccc1)C(=O)OCC(=O)c1ccc(C)cc1 (configuration not stated) | -1% | 0.6% | 5%
29 | CCC(CO)Oc1cc(NCc2ccccn2)c2ncn(C(C)C)c2c1 (configuration not stated) | . | 0.9% | -3%
30 | O=C(O)c1cccc(Cl)n1 | 8% | i | 9%

no. | M. tuberculosis HTS | M. tuberculosis
21 | 6% | 2%
22 | 2% | 4%
23 | -7% | 23%
24 | -6% | -12%
25 | -5% | -1%
26 | -4% | -8%
27 | -10% | 0%
28 | ? | 4%
29 | 4% | 23%
30 | -1% | -5%

Looked up above.
#28 @ Salmonella PhoP GFP: -1%
#29 @ M. tuberculosis HTS: 4%
#30 @ M. tuberculosis: -5%

Continued:
no. | smiles | Salmonella PhoP GFP | inhibitors of VEEV | H1N1 NS1A inhibition
31 | CC1CCN(C(c2ccccc2)c2nnnn2C(C)(C)C)CC1 (configuration not stated) | 2% | 0.5% | -14%
32 | Cc1ccc(C2CC(c3cccc(Cl)c3)n3nc(N)nc3N2)cc1 (configuration not stated) | 4% | 5.3% | -3%
33 | COc1cccc(CNC(=O)COC(=O)c2c(C)nn(-c3ccccc3)c2Cl)c1 | . | 6.5% | -15%
34 | Cc1cn(CC(=O)NCCCn2ccnc2)c(=O)[nH]c1=O | . | i | -6%
35 | CC[C@@H](C)[C@H](CN[C@H](CNC)C(C)C)NC[C@@H](C)c1ccc(CC(C)C)cc1 | 74µM* | i | -13%
36 | CC1CN(C(=O)Cn2cc(S(=O)(=O)CC(=O)N(C)c3ccccc3)c3ccccc32)CC(C)O1 (configuration not stated) | -5% | 1.9% | -9%
37 | Cc1cccc(NC(=O)c2ccc(F)c(S(=O)(=O)N3CCC4(CC3)OCCO4)c2)c1 | -20% | 1.3% | 7%
38 | Cc1ccc(NC(=O)Cn2cc(S(=O)(=O)c3ccccc3)c(=O)c3cc(F)ccc32)cc1 | 3% | i | -5%
39 | Cc1cc(NC(=O)c2cccc3c2C(=O)N(C2CCCCC2)C3)ccc1Br | -6% | i | -7%
40 | O=C(Nc1ccc2nsnc2c1)N1CCCCC1 | -3% | 0.1% | 10%

no. | M. tuberculosis HTS | M. tuberculosis
31 | 4% | -10%
32 | -3% | 41%
33 | 0% | 18%
34 | . | .
35 | 11µM* | ?
36 | -10% | -9%
37 | 2% | 21%
38 | 1% | 6%
39 | 6% | -7%
40 | -1% | .

Gathered by group, the entries above with a thiophene ring, fused or not.
no. | smiles | Salmonella PhoP GFP | inhibitors of VEEV | H1N1 NS1A inhibition
18 | c1ccc(-n2c(-c3ccncc3)nnc2-c2cccs2)cc1 | -1% | 3.2% | 3%
22 | COCc1ccc(-c2c(-c3ccccc3OC)sc3cc4c(cc23)OCO4)cc1 | . | i | 6%

no. | M. tuberculosis HTS | M. tuberculosis
18 | -13% | -31%
22 | 2% | 4%

(listing goes on)
no. | smiles | Salmonella PhoP GFP | inhibitors of VEEV | H1N1 NS1A inhibition
41 | O=C1C2CCCN2C(c2ccc(F)cc2)N1c1ccc(Cl)cc1 (configuration not stated) | -7% | >25µM* | 9%
42 | O=C1Nc2ccccc2/C1=C/c1ccnc2ccccc12 | -3% | 5.5% | -6%
43 | CCOC(=O)CCc1c(C)nc2cc(-c3ccccc3OC)[nH]n2c1=O | -10% | 10% | -3%
44 | OCCCc1nc2ccccc2n1CCOc1ccccc1 | -13% | i | -2%
45 | O=C(NCCCN1CCCC1=O)c1ccccc1OCc1ccc(Cl)cc1Cl | . | 1.6% | 0%
46 | O=C(CCl)N=c1sccn1Cc1ccccc1Cl | 21% | 1.9% | -15%
47 | CCCOc1ccc(Cc2c(O)nc(N)[nH]c2=O)cc1C | -5% | i | -12%
48 | O=c1oc2cc(O)ccc2c2oc3cc(O)ccc3c12 | -8% | 7.5% | -3%
49 | CCOc1ccc(Cn2nnc(C(=O)Nc3cc(C)cc(C)c3)c2N)cc1 | 8% | 1.3% | 4%
50 | COc1cc2nc(=S)n3[nH]c(COc4ccccc4C)nc3c2cc1OC | -5% | 4.6% | 5%

no. | M. tuberculosis HTS | M. tuberculosis
41 | -4% | 3%
42 | -1% | 18%
43 | -3% | .
44 | -9% | -12%
45 | 0% | 16%
46 | ? | ?
47 | 6% | -6%
48 | 3% | 3%
49 | -16% | 47%
50 | -3% | -19%

Later entries.
no. | smiles | Salmonella PhoP GFP | inhibitors of VEEV | H1N1 NS1A inhibition
51 | O=[N+]([O-])c1ccc(N2CCC(=NOCc3ccc(Cl)cc3)CC2)cc1 | 3% | i | 0%
52 | CCOC(=O)c1sc(C)c2c(=O)n(CCc3ccccc3)nnc12 | -1% | 1.0% | 6%
53 | CN(C)c1cccc(C(=O)n2cc(C(=O)c3cc(F)ccc3O)cn2)c1 | 15% | 2.3% | -6%
54 | O=C(OCC(=O)N1CCc2ccccc21)c1ccccc1 | -1% | 0.5% | -17%
55 | COc1cc(-c2cc(C(=O)Nc3cc(S(=O)(=O)N4CCOCC4)ccc3O)c3ccccc3n2)cc(OC)c1OC | . | 9.5% | -4%
56 | C=CCOc1ccc(C2/C(=C(\O)c3ccc4c(c3)CC(C)O4)C(=O)C(=O)N2CCN2CCOCC2)cc1OCC (configuration not stated) | -1% | i | -2%
57 | CCOc1ccccc1Nc1nc2ccc(C)cc2n2cnnc12 | . | 1.0% | -9%
58 | O=C(NCc1n[nH]c(=S)n1-c1cccc(C(F)(F)F)c1)c1ccc(S(=O)(=O)N2CCCCC2)cc1 | 2% | 1.2% | 0%
59 | CN(C(=O)c1nn(C)c2c1CS(=O)(=O)c1ccccc1-2)c1cccc(Cl)c1 | 6% | 0.9% | 4%
60 | O=C(OCc1c(F)cccc1Cl)c1cc([N+](=O)[O-])ccc1N1CCOCC1 | -3% | 7.5% | 6%

no. | M. tuberculosis HTS | M. tuberculosis
51 | -11% | 45%
52 | -11% | 0%
53 | 6% | 23%
54 | 1% | 62%
55 | 5% | 16%
56 | -9% | 0%
57 | . | .
58 | 0% | -8%
59 | -1% | -6%
60 | 27% | 3%

Following part
no. | smiles | Salmonella PhoP GFP | inhibitors of VEEV | H1N1 NS1A inhibition
61 | COc1cccc(NC(=O)CN(C)C(=O)c2cc(-c3ccc(F)cc3)nc3ccccc23)c1 | 2% | 8.5% | -6%
62 | O=C(Nc1ccc2nc(-c3ccccc3)[nH]c2c1)c1cccs1 | -8% | 6.2% | -6%
63 | O=C(Cc1ccc([N+](=O)[O-])cc1)Nc1cccnc1 | 4% | i | 1%
64 | CCOc1ccc(NC(=O)COC(=O)C23CC4CC(CC(C4)C2)C3)c([N+](=O)[O-])c1 | -19% | 0.4% | 15%
65 | CCN(CC)C(=S)SCC(=O)Nc1ccc(F)cc1 | -1% | i | 8%
66 | O=C1CCN(C(=O)Nc2cccc(Cl)c2)N1 | -2% | 3.5% | 1%
67 | COc1ccc(N(C)C(=O)c2cc3c(s2)-c2c(C)cccc2OC3)c(OC)c1 | -15% | 3.0% | 3%
68 | Cc1nnc(SCCc2ccccc2)[nH]c1=O | -8% | 3.3% | -1%

no. | M. tuberculosis HTS | M. tuberculosis
61 | ? | 40%
62 | 14% | 29%
63 | 2% | 5%
64 | 6% | 15%
65 | -7% | 70%
66 | 10% | 27%
67 | -3% | 34%
68 | -1% | -1%
